POLI inh – inhibitors of human DNA polymerase iota; Q9UNA4; Pol iota fluorescent replication assay, 10 min; Potency, µM (highest dose often 115 µM), for the others: top-dose activity, negative = inhibition, usual class: inhibitors; hit rate 1% among 390,000; AID 588590
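Pol iota at 10 nM preincubated 15 min with compounds at room temperature; reaction started with fluorescent substrate, 50 nM final. Fluorescence read kinetically at 0 and 10 min; buffer-only wells as negative control.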
Pol beta inh – inhibitors of human DNA polymerase beta; P06746; Pol beta primer extension/strand displacement, fluorescence kinetic; Potency, µM (titrated, usually from 114 µM), inactives show at the top dose activity change, negative = inhibition, most hits filed as inhibitors; hit rate 1.3% among 340,000; further: on the % scale 0 is the no-effect control and ±100 the full control effect
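Reaction started by 50 nM substrate onto compound-treated Pol beta (10 nM, 15 min preincubation, room temperature); plates read at 0 min and 10 min. Normalized concentration-effect data fitted by four-parameter Hill equation.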
BAZ2B block – blocks human BAZ2B; Potency, µM (doses to about 114 µM), for inactives: top-dose activity change, negative = inhibition, hits mostly inhibitors; Q9UIF8; AlphaScreen BAZ2B-H3K14Ac peptide displacement; hit rate 4.4% among 360,000; further: on the % scale 0 is the no-effect control and ±100 the full control effect; nearly all actives have a fitted effect of over 60% in size
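Protein-peptide AlphaScreen: BAZ2B 50 nM, b-H3K14Ac 50 nM, 1x PBS pH 7.4 + 0.01% Tween-20. Preincubation 30 min RT; cpd 30 min RT (top 110 uM); beads 20 min RT, light-protected.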
Apoferritin bind – binds horse apoferritin like a general anesthetic; hit rate 0.074% among 350,000; Potency, µM (highest dose often 77.5 µM), without a hit: at the top dose activity change, negative = displacement, hits mostly inhibitors; apoferritin/1-aminoanthracene competitive binding, fluorescence; AID 485281; P02791; further: on the % scale 0 is the no-effect control and ±100 the full control effect; nearly all actives have a fitted effect of over 20% in size
Target sequence (P02791 2-175 limits assumed): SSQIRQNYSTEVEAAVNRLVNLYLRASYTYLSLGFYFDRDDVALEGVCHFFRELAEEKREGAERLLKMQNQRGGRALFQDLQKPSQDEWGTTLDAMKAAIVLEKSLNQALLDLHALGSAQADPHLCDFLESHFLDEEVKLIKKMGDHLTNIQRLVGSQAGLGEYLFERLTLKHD
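In PBS, apoferritin at 10 uM is loaded with 1-AMA from a 50% saturated solution. After 10 min of compound exposure at ambient temperature, reduced 535 nm fluorescence indicates probe displacement.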
POLH inh – blocks human DNA polymerase eta activity. hit rate 1.2% among 390,000. AID 588591. recombinant Pol eta, fluorescent DNA replication assay. Potency, µM (doses to about 114 µM), without a hit: at the highest dose activity change, negative = inhibition, actives largely listed as inhibitors; further: on the % scale 0 is the no-effect control and ±100 the full control effect
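Pol eta at 10 nM preincubated with compounds 15 min at room temperature; reaction started with fluorescent substrate (50 nM final) and read kinetically at 0 and 10 min.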
APEX1 inh – APE1 (human) endonuclease inhibition; recombinant APE1, TAMRA/BHQ-2 abasic DNA cleavage fluorescence; Potency, µM (top dose mostly 65.8 µM), for the others: at the highest dose activity change, negative = inhibition, most hits filed as inhibitors; hit rate 0.35% among 350,000;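 further: plate controls were vehicle for no effect and reference inhibitor for full effect; nearly all actives have a fitted effect of over 55% in size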
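Activity was derived from the fluorescence gain between first and third kinetic reads (60 s intervals, ex 525/em 598 nm) after 50 nM THF-abasic TAMRA/BHQ-2 duplex was added to 0.75 nM APE1 preincubated 15 min with compound.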
G9a block – inhibitors of human histone lysine methyltransferase G9a; Q96KQ7; G9a H3K9 monomethylation, AlphaScreen, 2 h; Potency, µM (top dose mostly 102 µM), for the others: at the highest dose activity, negative = inhibition, hits mostly inhibitors; hit rate 8.8% among 350,000; further: on the % scale 0 is the no-effect control and ±100 the full control effect; nearly all actives have a fitted effect of over 75% in size
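Enzyme 20 nM + cpd, 15 min RT; add b-H3K9 pep 500 nM / SAM 20 uM; 2 h RT; anti-H3K9me1 Ab 0.5 ug/mL + SA donor / anti-rabbit acceptor beads 20 ug/mL each, 10 min; AlphaScreen read.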
Pol kappa inh – inhibitors of human DNA polymerase kappa; Q9UBT6; hit rate 0.53% among 400,000; Potency, µM (series often up to 107 µM), for the others: top-dose activity, negative = inhibition, actives largely listed as inhibitors; purified Pol kappa, fluorescent DNA synthesis assay, 10 min; further: on the % scale 0 is the no-effect control and ±100 the full control effect
Target sequence (Q9UBT6 whole entry, looked up): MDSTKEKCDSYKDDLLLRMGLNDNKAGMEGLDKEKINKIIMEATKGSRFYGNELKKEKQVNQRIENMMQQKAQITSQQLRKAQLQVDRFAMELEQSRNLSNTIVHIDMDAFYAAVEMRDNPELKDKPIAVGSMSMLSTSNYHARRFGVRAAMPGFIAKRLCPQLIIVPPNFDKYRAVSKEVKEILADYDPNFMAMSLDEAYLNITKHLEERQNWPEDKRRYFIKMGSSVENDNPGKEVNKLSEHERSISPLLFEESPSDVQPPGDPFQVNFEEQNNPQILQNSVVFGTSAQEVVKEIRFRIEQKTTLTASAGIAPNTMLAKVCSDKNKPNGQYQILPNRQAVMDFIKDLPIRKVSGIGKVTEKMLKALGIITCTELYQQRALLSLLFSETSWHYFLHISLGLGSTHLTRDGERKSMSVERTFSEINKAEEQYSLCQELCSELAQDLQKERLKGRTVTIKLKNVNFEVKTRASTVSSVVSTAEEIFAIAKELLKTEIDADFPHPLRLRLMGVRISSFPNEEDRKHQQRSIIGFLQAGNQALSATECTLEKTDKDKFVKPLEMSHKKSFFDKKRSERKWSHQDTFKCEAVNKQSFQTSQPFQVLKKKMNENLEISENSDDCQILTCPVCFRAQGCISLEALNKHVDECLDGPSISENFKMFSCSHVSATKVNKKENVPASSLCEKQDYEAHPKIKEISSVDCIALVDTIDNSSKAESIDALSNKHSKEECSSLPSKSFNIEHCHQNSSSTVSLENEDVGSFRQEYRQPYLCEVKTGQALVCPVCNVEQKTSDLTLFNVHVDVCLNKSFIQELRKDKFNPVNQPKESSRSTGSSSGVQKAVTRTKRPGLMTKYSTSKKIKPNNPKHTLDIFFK
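Kinetic fluorescence readout at 0 and 10 min followed reaction start with substrate at 50 nM final. Beforehand, enzyme (10 nM Pol kappa) stood 15 min with compound at room temperature; buffer-only wells were negative controls.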
BLM inh – blocks DNA unwinding by human BLM helicase | recombinant BLM DNA unwinding, fluorescence dequenching | hit rate 0.2% among 350,000 | Potency, µM (series often up to 56.1 µM), for inactives: at the top dose activity change, negative = inhibition, usual class: inhibitors;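 further: plate controls were vehicle for no effect and no enzyme for full effect; nearly all actives have a fitted effect of over 35% in size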
Starred values were filed as active, the others as inactive; ? = inconclusive; / = no result given; & = joins results of further samples; [ ] = remark or other dose. The call rests on the fitted dose curve; in most records, active means well fitted curve in the direction sought with a large enough effect; inconclusive means small, poorly fitted or top-dose-only effect, or another doubt; inactive means no such curve, though single readings can be large; an effect the other way counts as inactive or inconclusive. Potency means the concentration at half of the fitted maximal effect.

SMILES	POLI inh	Pol beta inh	BAZ2B block	Apoferritin bind	POLH inh	APEX1 inh	G9a block	Pol kappa inh	BLM inh
C[C@H](CO)N1C[C@H](C)[C@@H](CN(C)Cc2ccc(Cl)c(Cl)c2)Oc2c(NS(=O)(=O)c3cccs3)cccc2C1=O	5%	/	/	/	?	-11%	/	-17%	/
CC1=C(C#N)C(c2ccc(O)cc2)C2=C(CCCC2=O)N1 (configuration not stated)	-4%	?	-9%	33%[activator]	-1%	4%	-2%	-6%	-7%
O=C(COc1ccc2ccc(=O)oc2c1)NC1CCCC1	1%	20%	-13%	0%	8%	32%	20%	-9%	1%
COc1ccc(NC(=O)C(C)N2c3cccc4cccc(c34)S2(=O)=O)cc1OC (configuration not stated)	-14%	11%	9%	-5%	-12%	-1%	-11%[59 µM]	-11%	-2%
CC1CCCN(S(=O)(=O)c2ccc(C(=O)Nc3nnc(-c4ccccc4Cl)o3)cc2)C1 (configuration not stated)	9%	3%	4%	-3%	-5%	-3%	17%[59 µM]	-5%	-7%
O=C(NN1C(=O)C2C3C=CC(C4CC34)C2C1=O)c1ccc(Cl)c(Cl)c1 (configuration not stated)	13%	8%[57.1 µM]	-3%	4%	-16%	0%	12%	-13%	4%
CCN(CC)c1ccc(NC(=O)C2COc3ccc(OC)cc3C2)c(C)c1 (configuration not stated)	8%	-2%	1%	-4%	-7%	/	7.9µM*	-2%[60.1 µM]	2%
CC(C)N(CC(N)=O)c1ncnc2sc(-c3ccccc3)cc12	123%[activator]	34%	3%	-4%	0%	-10%	36%[activator]	-2%	-11%
NC(=O)COc1c(-c2ccccc2)oc2ccccc2c1=O	2%	2%	2%	-8%	1%	3%	8%[12.7 µM]	-3%	5%
COCCn1c(=O)cnc2cnc(Nc3cccc(OC)c3)nc21	/	/	/	/	/	0%	6%[0.501 µM]	2%[60.1 µM]	26%
CC(=O)c1ccc(N=C2SCCCN2C(=O)C2CCCC2)cc1	31%[activator]	15%	0%	-10%	-8%	-7%	-1%	4%	3%
O=C(O)CCC(=O)NNC(=O)CCC1CCCCC1	18%	3%	7%	-1%	-6%	-7%	11%[59 µM]	-2%	2%
COc1ccccc1NC(=O)c1cnc(Nc2ccccc2OC)c2ccccc12	-10%	-1%	66%[activator]	270%[activator]	-18%	-3%	76%[activator][59 µM]	-6%	-1%
O=C(C1=C[C@H](C2CCCCC2)C[C@H](OCc2ccc(CO)cc2)O1)N1CCN(Cc2ccc3c(c2)OCO3)CC1	-3%	-19%	?	33%[activator]	-21%	-1%	?	-19%	-16%
CCOC(=O)c1ccccc1NC(=O)Cn1c(=O)n(Cc2nc(C)no2)c(=O)c2ccccc21	24%	35%	-9%	1%	-2%	/	-28%[59 µM]	1%	-2%
CCCCc1nn2c(=O)cc(COC(=O)c3ccc(NC(=O)c4cccs4)cc3)nc2s1	-15%	6%	1%	49%[activator]	-15%	/	9%[59 µM]	-9%[60.1 µM]	-2%
Cc1cc(NC(=O)CCC(=O)N(c2ccc(F)cc2)C2(C(=O)NC3CCCCC3)CCCC2)no1	7%	-1%	/	-24%	-17%	1%	-1%[59 µM]	4%	-3%
C/C(=N/N=C1/NC(=O)CC(C(=O)O)S1)c1ccccc1 (configuration not stated)	-28%	-17%	-1%	4%	-15%	0%	0%	0%	1%
CC(C)OC(=O)c1c2nc3ccccc3nc2n2c1[nH]c(=O)c1ccccc12	/	-2%	10%	-3%	/	0%	4%[12.7 µM]	/	-1%
CCc1cccc(C)c1N=Cc1c(O)c2ccccc2oc1=O	167%[activator]	3%	7%	?	-18%	10%	-11%	-1%	-9%
CN(c1ccccc1C(=O)Nc1ccc(S(=O)(=O)N2CCCCC2)cc1)S(C)(=O)=O	21%	4%	-37%	-16%	-16%	4%	?	-9%	2%
COC(=O)[C@@H]1C[C@@H]2CC[C@@H](O)C[C@@H]2N1Cc1ccc(C(F)(F)F)cc1	2%	-16%	-23%	-8%&-21%	-11%	-2%&-6%	20%[59 µM]	-28%	-6%&-4%
N=c1n(CCO)c2ccccc2n1CCOc1ccc(Cl)cc1Cl	28%	4%	7%	-17%	-18%	0%	-12%	0%	24%
O=C(Nc1ccccn1)c1cccc(S(=O)(=O)N2CCCc3ccccc32)c1	-18%	/	-1%	/	?	1%	16%[59 µM]	-10%	/
O=c1c2ccccc2[nH]c2ccc(O)cc12	?	18µM*	56µM*	288%[activator]	18µM*	?	40µM*	79µM*	-14%
CC1(NC(=O)Cc2ccc(Cl)c(Cl)c2)CCS(=O)(=O)C1 (configuration not stated)	13%	/	26%	/	-12%	14%	5%[12.7 µM]	-13%	/
Cc1ccccc1OCCCC(=O)Nc1ccc(Br)cc1	?	0%	1%	-4%	-12%	0%	0%	1%	-2%
Cc1c(CCC(=O)N[C@@H](C)C(=O)O)c(=O)oc2c(C)c3oc4c(c3cc12)CCCC4	8%	3%	-5%	-14%	9%	2%	-7%	-16%	2%
COC(=O)C(CC(C(=O)OC)C(=O)OC)C(=O)OC	10%	-1%	0%	-3%	2%	-7%	2%	-1%	3%
CCOc1cc(N2CCOCC2)c(OCC)cc1NC(=O)c1ccc(S(=O)(=O)N(C)C)cc1	10%	41%	3%	-2%	-18%	14%	27%[59 µM]	1%	-2%

Two entries from above, reformatted:
Molecule | POLI inh | Pol beta inh | BAZ2B block | Apoferritin bind | POLH inh | APEX1 inh | G9a block | Pol kappa inh | BLM inh
CCc1cccc(C)c1N=Cc1c(O)c2ccccc2oc1=O | 167%[activator] | 3% | 7% | ? | -18% | 10% | -11% | -1% | -9%
CN(c1ccccc1C(=O)Nc1ccc(S(=O)(=O)N2CCCCC2)cc1)S(C)(=O)=O | 21% | 4% | -37% | -16% | -16% | 4% | ? | -9% | 2%

Further structures:
SMILES	POLI inh	Pol beta inh	BAZ2B block	Apoferritin bind	POLH inh	APEX1 inh	G9a block	Pol kappa inh	BLM inh
COCCCN(CC(=O)O)S(=O)(=O)c1ccccc1	23%	3%	-13%	-2%	-16%	5%	-9%	-1%	-4%
Cc1cccc(NC(=O)c2c(Br)sc3c2CCCC3)c1	-11%	8%	5%	0%	-8%	/	20%[59 µM]	-5%	-6%
Cc1ccc(C)c(N2CCN(C(=O)c3ccc4c(c3)N(Cc3ccc(F)cc3)C(=O)c3ccccc3S4=O)CC2)c1 (configuration not stated)	8%	24%	-22%	-7%	-17%	/	-11%[59 µM]	-6%	-9%
CC(=O)C(C)Oc1ccc2c3c(c(=O)oc2c1)CCCCC3 (configuration not stated)	15%	3%	5%	-17%	-1%	4%	-34%[12.7 µM]	2%	0%
COc1ccccc1N1CCN(Cc2cn[nH]c2-c2ccc(F)cc2)CC1	161%[activator]	-3%	-13%	-7%	-16%	7%	/	-14%	-1%
O=C(N/N=C/c1c[nH]c2ccccc12)c1ccc([N+](=O)[O-])cc1Cl	-1%	0%	-34%	-12%	-11%	57%	-27%	-11%	-3%
COC(=O)c1cc(/C=C/c2ccccc2)on1	2%	24%	2%[57.1 µM]	-8%	4%	2%	29%	-11%	-3%
O=C(NCC(c1cccnc1)N1CCN(c2ccccc2)CC1)C1CCCCC1 (configuration not stated)	-11%	0%	5%	-1%	-2%	14%	9%[12.7 µM]	-4%	1%
CCOc1ccc(C(=O)Nc2ccccc2C(=O)OCc2cc(=O)n3nc(C4CC4)sc3n2)cc1	11%	12%	-11%	-5%	-13%	/	1%[12.7 µM]	-6%[60.1 µM]	0%
CN(C)CCCN=c1cc(-c2ccccc2)oc2ccc(Cl)cc12	-7%	-6%	?	-18%	-4%	7%	56µM*	-15%	-3%
C=CCOc1ccc(C=Nc2ccc(C)c(Cl)c2)c(O)c1	7%	40%	-3%	-12%	-22%	6%	-5%[59 µM]	-9%	-4%
CC(=O)N1CCc2c(sc3c2c(=O)n(-c2ccc(C)cc2)c(=O)n3CC(=O)Nc2ccccc2)C1	4%	0%	0%	-9%	-14%	/	5%[59 µM]	1%	-15%
CN1CCN(c2ccc(Cl)cc2NC(=O)/C=C/c2cccc(F)c2)CC1	32%[activator]	12%	-29%	-10%	-21%	?	?	-4%	5%
CC1Oc2ccccc2N(CC(=O)NC2CCCC2)C1=O (configuration not stated)	63%[activator]	19%	7%	11%	-20%	-6%	12%	3%	-6%
O=C(NCc1ccccc1)C(=O)NCC1OCCN1C(=O)c1cccs1 (configuration not stated)	17%	20%	-2%	-10%	-11%	0%	1%	-1%	4%
CCOc1ccc2oc(C(=O)Nc3ccc4c(c3)OCO4)c(C)c2c1	?	-8%	-32%	6%	4%	23%	-10%	-6%	-12%
CCOC(=O)c1cc(-c2cccnc2)nn1-c1ccccc1	-14%	17%	-5%	-5%	10%	3%	-1%	-4%	0%
CCOc1ccc(-c2cc(C(=O)NN3CCN(C)CC3)c3cc(Cl)ccc3n2)cc1	/	-3%	11%	-2%	/	3%	-8%[59 µM]	/	0%
COc1ccccc1C(=O)NCC(=O)N1CC=C(c2ccccc2)CC1	8%	/	8%	/	-12%	0%	-1%[59 µM]	1%	/
c1csc(CNc2ncncc2-c2ccoc2)c1	/	/	/	/	/	-3%	-8%[0.501 µM]	-7%[60.1 µM]	-2%
O=C(O)CC(c1ccc(Cl)cc1)n1cccc1 (configuration not stated)	11%	7%	-7%	-14%	-25%	3%	-50%[0.0925 µM]	-11%	-1%
CCOc1ccccc1NC(=O)C(CC)Sc1nc2ncccc2[nH]1 (configuration not stated)	7%	1%	0%	2%	-22%	/	-6%[59 µM]	-5%	-1%
CCOC(=O)CSc1nnc(NC(=O)CN2CCCCC2)s1	37%	19%	-4%	-6%	-10%	10%	5%[12.7 µM]	4%	-2%
Nc1c(C(=O)Nc2ccc3c(c2)OCCO3)nnn1Cc1cccc(Cl)c1	90%[activator]	/	3%	/	-22%	-6%	-8%	5%	/
COc1ccc(OC)c(N(CC(=O)N2CCCC2)S(=O)(=O)c2ccccc2)c1	8%	-10%	-5%	2%	-8%	72%[activator][12.4 µM]	1%[59 µM]	3%	-1%
CCOc1ccc(C(CC(=O)O)NC(=O)Cc2ccc(Cl)cc2)cc1 (configuration not stated)	138%[activator]	1%	8%	15%	-19%	-1%	37%[activator]	-9%	1%

Some of the compounds tested; count on the stated rates, not on these rows.
